Screening results deposited in PubChem by several laboratories.
STAT3 inh: inhibitors of IL-6 induced STAT3 signaling | U3A cells, IL-6 STAT3-luciferase reporter, luminescence; host cell line lacks STAT1 | inhibition, % at 5.5 µM | 0.89% of 190,000 active;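 active = inhibition above the mean inhibition across all screened compounds plus 3 SD, cut at about 44% in these data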;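 also: 0% = DMSO only wells and 100% = 100 µM nifuroxazide control wells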
APP transl inh: APP translation inhibition; inhibition, % at 2 µM; SH-SY5Y APP 5'UTR-luciferase reporter, luminescence; AID 1285; 0.82% of 190,000 active;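 active = inhibition above a set limit, derived from the sample mean plus 3 SD, cut at about 45% in these data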; also: values of inactives mirror those of a sister screen read the other way
APP 5'UTR act: activates APP 5'UTR luciferase reporter | 1% of 190,000 active | SH-SY5Y APP 5'UTR luciferase reporter, luminescence; zero percent = DMSO vehicle wells | AID 1276 | activation, % at 2 µM;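 active = activation above a set limit, based on mean plus 3 SD of controls, cut at about 140% in these data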; also: values of inactives mirror those of a sister screen read the other way
NF-kB neuron act: NF-kB expression increase, human neuronal cells; NF-kB reporter expression; hits give high values; fold change at 12.5 µM; 1.6% of 190,000 active; AID 1239; in the data active = fold change above about 3.3
STAT1 blocker: STAT1 signaling inhibition; NIH 3T3 STAT1-luciferase reporter, IFN-gamma, luminescence; inhibition, % at 5.5 µM; 0.35% of 200,000 active; AID 920;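 active = inhibition above a set limit, the mean inhibition across all tested compounds plus 3 SD, cut at about 34% in these data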;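 also: 0% = IFN-gamma with DMSO and 100% = IFN-gamma with 300 µM nifuroxazide; values of inactives mirror those of a sister screen read the other way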
STAT3 activator: increases IL-6 driven STAT3 reporter signal; U3A cells, IL-6 STAT3-luciferase reporter, luminescence; 100% = signal with IL-6 EC80 alone; 0.91% of 190,000 active; activation (% of control), % at 5.6 µM;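 active = activation above the screen-wide mean of compound activation plus 3 SD, cut at about 130% in these data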;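 also: 0% = background luminescence of wells with medium and substrate only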
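Material: STAT1-lacking human U3A cells, STAT3 luciferase reporter | Benchmarks: IL-6-only wells as 100% reference | Probe or stimulus: IL-6 (33 ng/mL) | Timing: Compound 1 h, then IL-6 6 h at 37 °C | Detection: Luminescence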
Hsp70 act: Hsp70 transcriptional activation, primary screen; HeLa Hsp70 promoter luciferase reporter, luminescence; scaled: vehicle 0, proteasome-inhibitor control 100%; AID 1203; activation, % at 10 µM; 0.04% of 200,000 active;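 active = activation above the mean across all tested compounds plus 3 SD, cutoff set per campaign, cut at about 5.5% in these data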;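 also: 100% = MG132 at 30 µM as the positive control and 0% = DMSO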
RAM inhibit: blocks the yeast RAM network; 1.8% of 190,000 active; S. cerevisiae dse1pr::URA3 reporter, 5-FOA growth OD615, 2 d; analog-sensitive cbk1-as2 kinase mutant strain; AID 868; inhibition, % at 50 µM;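 active = inhibition above a set limit, 3 SD over mean compound inhibition, cut at about 8.4% in these data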;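 also: 0% = DMSO-only wells with no growth and 100% = 10 µM 1-NA-PP1 full growth; inhibition rescues growth on 5-FOA so higher OD means more RAM inhibition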
STAT1 act: increases IFN-gamma driven STAT1 reporter signal; 2.6% of 200,000 active; NIH 3T3 STAT1-luciferase reporter, luminescence; 100% = IFN-gamma alone, no compound; activation (% of control), % at 5.5 µM;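 active = activation above the screen-wide mean activation plus 3 SD, cut at about 130% in these data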;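 also: raw ratio to IFN-gamma control signal so 100% means no change and 0% no light; values of inactives mirror those of a sister screen read the other way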
FLuc inh counter: Photinus pyralis luciferase inhibition counter-screen; AID 1006; P08659; inhibition, % at 10 µM; 1.5% of 200,000 active; ATPLite firefly luciferase biochemical luminescence, 10 min;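 active = inhibition above about 50% when tested at 10 µM, limit read from the data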
Target sequence (P08659 whole entry, looked up): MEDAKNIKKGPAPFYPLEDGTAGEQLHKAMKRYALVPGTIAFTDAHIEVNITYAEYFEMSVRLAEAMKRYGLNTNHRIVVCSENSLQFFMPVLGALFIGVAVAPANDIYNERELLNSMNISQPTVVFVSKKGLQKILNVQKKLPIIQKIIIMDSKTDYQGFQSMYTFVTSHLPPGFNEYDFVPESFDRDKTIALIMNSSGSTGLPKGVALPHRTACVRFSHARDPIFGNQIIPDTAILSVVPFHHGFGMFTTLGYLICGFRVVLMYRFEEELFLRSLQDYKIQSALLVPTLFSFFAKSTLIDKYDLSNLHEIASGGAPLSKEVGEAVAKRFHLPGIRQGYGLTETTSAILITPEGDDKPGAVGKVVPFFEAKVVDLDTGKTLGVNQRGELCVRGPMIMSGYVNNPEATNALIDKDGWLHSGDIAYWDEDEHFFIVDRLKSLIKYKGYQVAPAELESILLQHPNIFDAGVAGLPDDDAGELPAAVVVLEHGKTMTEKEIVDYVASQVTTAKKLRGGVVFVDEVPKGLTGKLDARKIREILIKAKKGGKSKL
Starred values were filed as active, the others as inactive; nt = no result given.

1: O=C(Nc1ccc(Oc2ccc(NC(=O)C3CCCO3)cc2)cc1)C1CCCO1 (configuration not stated)
2: CC(CCc1ccccc1)NC(=O)CN1CCOc2ccccc21 (configuration not stated)
3: COc1ccc(/C=N\NC(=O)c2ccc(=O)[nH]n2)cc1O
4: C1CCCN(CCCCN2CCCCCC2)CC1
5: CCCCn1c(=NC(=O)c2cccnc2)c(C#N)cc2c(=O)n3cccc(C)c3nc21
6: Cc1ccc(C2=NN(CC(=O)NCc3cccnc3)C(=O)CC2)cc1

compound no.	1	2	3	4	5	6
STAT3 inh	2	-10	1	0	-8	3
APP transl inh	-6	-11	-6	11	0	4
APP 5'UTR act	6	11	6	-11	0	-4
NF-kB neuron act	1.1	nt	1.2	0.83	0.56	1.2
STAT1 blocker	-5	3	3	2	-4	-2
STAT3 activator	102	112	98	100	107	100
Hsp70 act	-0.5	-0.2	-0.1	-0.2	-0.4	-0.5
RAM inhibit	1.8	nt	-0.6	1.1	0.6	0.7
STAT1 act	103	98	97	99	104	102
FLuc inh counter	0	nt	2	-9	-4	0

7: CN(C)/C=N/C(=S)Nc1cc(Cl)cc(Cl)c1
8: Cc1ccc(S(=O)(=O)N/N=C\c2ccc3c(c2)OCO3)cc1
9: COCCCNC(=O)c1cc2c(=O)n3cccc(C)c3nc2n(C(C)C)c1=N
10: COc1ccnc(Oc2ccc(Cl)cc2)c1C#N
11: O=C(CCn1c(=S)oc2ccccc21)N1CCCCC1
12: Cc1cccc(N(C(=O)CNC(=O)c2cccs2)C(C(=O)NC2CCCC2)c2cccnc2)c1 (configuration not stated)

compound no.	7	8	9	10	11	12
STAT3 inh	15	5	2	25	7	9
APP transl inh	-4	-8	-2	-7	7	2
APP 5'UTR act	4	8	2	7	-7	-2
NF-kB neuron act	0.98	1.2	0.96	1.5	1.5	0.99
STAT1 blocker	3	9	-1	-13	-14	-4
STAT3 activator	94	101	101	81	102	98
Hsp70 act	0.1	-0.2	-0.3	-0.1	0.1	-0.3
RAM inhibit	0.4	0.9	2.4	0.4	2.2	0.0
STAT1 act	96	92	101	112	113	104
FLuc inh counter	-2	-2	-7	7	-4	-9

13: COC(=O)Nc1ccc(S(=O)(=O)Nc2cnc3ccccc3n2)cc1
14: Cc1noc(C)c1CS(=O)(=O)Cc1ccc(Cl)cc1
15: COC(=O)c1ccccc1Nc1ccccc1
16: Cc1ccc(-n2nnnc2SCC(=O)Nc2cccnc2Cl)cc1
17: COCCn1nnnc1C(c1ccc(C(F)(F)F)cc1)N1CCOCC1 (configuration not stated)
18: Cc1ccc(CN2C(=O)CCC2C(=O)NC2CCCC2)cc1 (configuration not stated)

compound no.	13	14	15	16	17	18
STAT3 inh	1	2	4	13	5	0
APP transl inh	1	-1	0	-1	6	-9
APP 5'UTR act	-1	1	0	1	-6	9
NF-kB neuron act	0.91	1.1	1.1	1.2	1.1	1.3
STAT1 blocker	-4	2	-5	15	-1	9
STAT3 activator	108	101	101	89	99	102
Hsp70 act	0.1	0.1	-0.1	-0.4	-0.2	-0.1
RAM inhibit	5.0	0.4	2.8	2.1	-0.1	2.0
STAT1 act	104	96	104	87	101	91
FLuc inh counter	-1	-6	-5	-5	-3	-5

19: CSc1nc2ccccc2n1Cc1cccc([N+](=O)[O-])c1
20: CCOC(=O)c1ccc(N=C2C(=S)N(c3ccc(C(=O)OCC)cc3)C(=N)N2/N=C/c2ccccc2)cc1
21: COc1cc(C2NC(=O)NC(C)=C2C(C)=O)cc(OC)c1OC (configuration not stated)
22: CCOc1ccc(C(=O)Nc2ccccc2C(=O)O)cc1
23: COc1ccc(S(=O)(=O)N2CCC(C(=O)NCc3cccc(OC)c3)CC2)cc1
24: COc1ccc(NC(=O)CC(C(=O)O)N2CCCCC2)cc1 (configuration not stated)

compound no.	19	20	21	22	23	24
STAT3 inh	8	1	2	30	5	-3
APP transl inh	-20	-3	22	-64	4	7
APP 5'UTR act	20	3	-21	64	-4	-7
NF-kB neuron act	1.2	1	1.2	1.1	1.2	1.1
STAT1 blocker	8	-3	-9	15	10	0
STAT3 activator	94	102	104	79	99	102
Hsp70 act	-0.4	0.1	-0.2	0.0	-0.2	0.1
RAM inhibit	6.0	0.9	3.0	0.0	0.0	1.4
STAT1 act	93	107	106	85	91	100
FLuc inh counter	-3	4	0	93*	1	-8

25: O=C(OCC(=O)c1c[nH]c2ccccc12)c1cc(Br)ccc1O
26: COc1ccc(-c2cc(C(F)(F)F)n3nc(C(=O)O)cc3n2)cc1OC
27: O=C(O)CCSc1nc2ccc(Br)cc2[nH]1
28: COc1ccc(OC)c(NC(=O)C(=O)/C=C(\O)c2cc(OC)ccc2OC)c1
29: CC(=O)Nc1ccc(NC(=O)c2ccc(NS(=O)(=O)c3cc(C(C)(C)C)ccc3C)cc2)cc1
30: CC(OC(=O)CCc1nc2ccccc2c(=O)[nH]1)C(=O)c1ccc(Br)cc1 (configuration not stated)

compound no.	25	26	27	28	29	30
STAT3 inh	-4	-1	2	12	2	30
APP transl inh	5	-9	-1	12	-9	-4
APP 5'UTR act	-5	9	1	-12	9	4
NF-kB neuron act	1.2	1	0.91	0.49	nt	1
STAT1 blocker	-4	2	7	10	0	11
STAT3 activator	114	104	103	99	103	79
Hsp70 act	1.0	0.1	-0.4	-0.2	-0.3	-0.3
RAM inhibit	4.3	-0.4	0.5	6.5	7.3	3.0
STAT1 act	102	98	93	91	101	90
FLuc inh counter	-3	-8	-1	-2	-3	0

31: O=c1[nH]c(CN2CCN(S(=O)(=O)/C=C/c3ccccc3)CC2)nc2ccccc12
32: COc1ccc2[nH]c(=O)c(CN(C(=O)NC3CCCCC3)C3CCCC3)cc2c1
33: CCCc1nc(SCC(=O)c2ccc(F)cc2)c2ccccc2n1
34: O=C(Cc1ccccc1)NNS(=O)(=O)c1ccc([N+](=O)[O-])cc1
35: COc1cc(-c2nnc(SCc3cccnc3)n2C)cc(OC)c1O
36: Cc1cccc(C)c1OCC(O)CN(Cc1ccccc1O)C1CCCCC1 (configuration not stated)

compound no.	31	32	33	34	35	36
STAT3 inh	4	-7	11	-11	-1	8
APP transl inh	-5	6	1	4	-6	4
APP 5'UTR act	5	-6	-1	-4	5	-4
NF-kB neuron act	1.1	0.98	0.95	1.4	1.2	0.9
STAT1 blocker	8	10	-2	-8	2	0
STAT3 activator	103	106	96	107	104	100
Hsp70 act	-0.1	0.2	-0.5	-0.2	-0.5	-0.2
RAM inhibit	1.0	0.7	1.2	1.6	1.8	-0.9
STAT1 act	92	91	100	107	99	99
FLuc inh counter	-7	-4	-6	-2	-3	-2

37: Cc1ccc(/C(O)=C2/C(=O)C(=O)N(CCN3CCOCC3)C2c2cccs2)cc1 (configuration not stated)
38: CC(=O)Cc1nsc(NC(=O)c2ccc(COc3ccc(C)cc3)o2)n1
39: CC1CCC(N2CCN(c3ncccn3)CC2)C1 (configuration not stated)
40: Cc1cccc(C(CC(=O)N2CCCC2)c2ccccc2)c1O (configuration not stated)
41: COc1cc(C=O)ccc1OCc1cccc(Br)c1
42: Cc1ccccc1NC(=O)CSc1nc(COc2ccccc2)nc2ccccc12

compound no.	37	38	39	40	41	42
STAT3 inh	1	7	27	5	-5	6
APP transl inh	-7	6	16	-2	-58	0
APP 5'UTR act	7	-6	-16	2	58	0
NF-kB neuron act	1.3	1	1.4	1.5	1.1	1.1
STAT1 blocker	1	2	1	0	-34	7
STAT3 activator	108	96	82	99	104	98
Hsp70 act	-0.1	-0.5	-0.4	0.0	-0.2	-0.3
RAM inhibit	0.4	0.1	1.1	2.5	0.4	9.7*
STAT1 act	99	98	99	100	130*	94
FLuc inh counter	-3	2	-2	-7	30	0

5 compounds from above, arranged by length of the SMILES, ascending.
41: COc1cc(C=O)ccc1OCc1cccc(Br)c1
35: COc1cc(-c2nnc(SCc3cccnc3)n2C)cc(OC)c1O
36: Cc1cccc(C)c1OCC(O)CN(Cc1ccccc1O)C1CCCCC1 (configuration not stated)
42: Cc1ccccc1NC(=O)CSc1nc(COc2ccccc2)nc2ccccc12
37: Cc1ccc(/C(O)=C2/C(=O)C(=O)N(CCN3CCOCC3)C2c2cccs2)cc1 (configuration not stated)

compound no.	41	35	36	42	37
STAT3 inh	-5	-1	8	6	1
APP transl inh	-58	-6	4	0	-7
APP 5'UTR act	58	5	-4	0	7
NF-kB neuron act	1.1	1.2	0.9	1.1	1.3
STAT1 blocker	-34	2	0	7	1
STAT3 activator	104	104	100	98	108
Hsp70 act	-0.2	-0.5	-0.2	-0.3	-0.1
RAM inhibit	0.4	1.8	-0.9	9.7*	0.4
STAT1 act	130*	99	99	94	99
FLuc inh counter	30	-3	-2	0	-3

Next section
43: Cc1cccc2c(C(=O)O)cc(-c3cccnc3)nc12
44: CC(C)CCNC(=O)COc1ccc(N(C)S(=O)(=O)c2ccc(F)cc2)cc1
45: CCC(=O)Nc1ccc(C(=O)Nc2ccc(Br)cc2F)cc1
46: CN(Cc1ccccc1NC(=O)c1ccc(S(=O)(=O)N(C)C)cc1)C1CCCCC1
47: CCOC(=O)c1cccc(NC(=O)CSc2nnc(-c3ccoc3C)n2CCOC)c1
48: C/C(=N\N=C1\NC(=O)CC(C(=O)O)S1)c1ccc(F)cc1 (configuration not stated)
49: Cn1c(=O)cc(SCC(=O)Nc2ccccn2)c2ccccc21
50: Cc1nn(Cc2ccc(F)cc2)c(C)c1NC(=O)c1noc2c1CCCCC2

compound no.	43	44	45	46	47	48	49	50
STAT3 inh	-1	6	16	-18	5	22	28	28
APP transl inh	-4	-14	-24	12	-3	-7	4	16
APP 5'UTR act	4	14	23	-12	3	7	-4	-16
NF-kB neuron act	0.92	0.89	1.1	1.3	1.1	0.89	1.1	0.68
STAT1 blocker	-5	9	-16	4	1	-2	3	13
STAT3 activator	103	100	89	116	99	82	80	81
Hsp70 act	-0.5	-0.3	-0.2	-0.3	-0.4	-0.2	-0.2	-0.3
RAM inhibit	0.3	-0.4	2.8	1.0	-0.6	1.1	1.1	1.1
STAT1 act	105	93	113	95	99	102	97	86
FLuc inh counter	0	-8	-5	-8	-1	-4	-5	-5
